Gli-Sufu antag = antagonists of Gli-Sufu signaling; Sufu-KO-LIGHT fibroblasts, Gli luciferase reporter luminescence; inhibition, % at 5 µM; actives 0.74% (n = 340,000);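 active = inhibition above about 55%, limit read from the data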;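 also: 0% = DMSO-treated cells and 100% = wells with medium but no cells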
697 NFkB inh = lowers PMA/ionomycin-induced NF-kB signal in 697 B cells; inhibition, % at 4 µM; 697 B-cell NF-kB luciferase reporter, 16 h; actives 0.33% (n = 330,000); AID 435022; in the data active = inhibition above about 35%
Jurkat NFkB inh = lowers PMA/ionomycin-induced NF-kB signal in Jurkat cells; PMA/ionomycin-induced NF-kB luciferase reporter, luminescence; inhibition, % at 4 µM; actives 0.53% (n = 330,000); in the data active = inhibition above about 50%
XBP1 UPR activ = activators of adaptive arm of unfolded protein response (XBP1); actives 0.33% (n = 330,000); CHO-XBP1 luciferase reporter, IRE1-XBP1 UPR activation, luminescence; percent of tunicamycin response, DMSO as zero; activation, % at 20 µM;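 active = versus positive control, 20 µM dose yields 30% or more activation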;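 also: 100% = tunicamycin at 10 µg/mL and 0% = DMSO only wells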
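Assay system: CHO-XBP1 luciferase reporter cells; Schedule: 6 h treatment, 37 °C; Detection: glow luminescence from Steady-Glo reagent; Benchmarks: high control tunicamycin 10 µg/mL final, low control DMSO vehicle only.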
CXCR6 block = inhibitors of human CXCR6 receptor; O00574; CHO-K1 PathHunter CXCR6 beta-arrestin, luminescence; inhibition, % at 20 µM; actives 0.36% (n = 360,000); in the data active = inhibition above about 34%, passing the limit was not always enough;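 also: antagonist mode with CXCL16 agonist at 10 nM final; 0% = 10 nM CXCL16 with DMSO and 100% = unstimulated wells without agonist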
Target sequence (O00574 whole entry, looked up): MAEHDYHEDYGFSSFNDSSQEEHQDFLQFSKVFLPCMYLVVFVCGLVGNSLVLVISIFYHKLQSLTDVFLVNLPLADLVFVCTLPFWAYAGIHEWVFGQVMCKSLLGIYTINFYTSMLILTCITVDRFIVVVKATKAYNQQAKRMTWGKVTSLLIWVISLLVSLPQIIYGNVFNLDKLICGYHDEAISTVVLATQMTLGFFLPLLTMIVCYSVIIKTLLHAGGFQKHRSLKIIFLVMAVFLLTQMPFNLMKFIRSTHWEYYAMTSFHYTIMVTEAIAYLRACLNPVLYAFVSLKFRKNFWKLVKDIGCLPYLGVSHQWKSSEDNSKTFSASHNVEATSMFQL
CCR6 antagonist = blocks CCL20-driven beta-arrestin recruitment at human CCR6; actives 0.49% (n = 340,000); AID 493098; inhibition, % at 20 µM; CHO-K1 CCR6 PathHunter beta-arrestin, luminescence, CCL20-stimulated; P51684;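 active = compounds whose inhibition of the agonist-driven luminescence signal at 20 µM reaches about 50%, limit read from the data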;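 also: cells stimulated with CCL20 at 14 nM final; plate controls were DMSO with CCL20 for no effect and DMSO without agonist for full effect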
Target sequence (P51684 whole entry, looked up): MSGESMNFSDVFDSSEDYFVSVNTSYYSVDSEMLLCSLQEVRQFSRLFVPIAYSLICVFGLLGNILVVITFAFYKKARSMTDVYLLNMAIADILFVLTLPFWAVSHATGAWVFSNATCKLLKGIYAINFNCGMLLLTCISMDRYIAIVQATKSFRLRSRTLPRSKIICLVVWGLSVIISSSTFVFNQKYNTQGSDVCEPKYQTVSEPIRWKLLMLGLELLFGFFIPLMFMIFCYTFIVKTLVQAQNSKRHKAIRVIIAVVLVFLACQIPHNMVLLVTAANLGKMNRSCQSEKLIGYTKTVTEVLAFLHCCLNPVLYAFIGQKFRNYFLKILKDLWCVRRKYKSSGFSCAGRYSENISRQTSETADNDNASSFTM
UPR CHOP act = apoptotic UPR (CHOP) activation; CHO-CHOP luciferase reporter, luminescence; percent of tunicamycin response over DMSO baseline; activation, % at 10 µM; actives 0.34% (n = 330,000); AID 449763;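 active = at 10 µM dose, activation of 40% or more, normalized to positive control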;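 also: 100% = tunicamycin at 10 µg/mL and 0% = DMSO alone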
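measured by = luciferase luminescence | assay system = CHO-CHOP cells, stable luciferase reporter of PERK-eIF2a-CHOP signalling | amount = 500 reporter cells seeded per well | timing = 6 h compound exposure at 37 °C after overnight seeding | controls = positive tunicamycin 10 µg/mL, negative DMSO alone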
Mdm2-MdmX inh = inhibitors of human Mdm2/MdmX interaction | SaOS-2 split-luciferase Mdm2/MdmX complementation, luminescence | inhibition, % at 8 µM | actives 3% (n = 330,000) | AID 485346;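 active = inhibition of at least 50% at 8 µM in the primary screen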
EBI2 block = blocks human EBI2 receptor beta-arrestin signaling; inhibition, % at 5 µM; actives 0.81% (n = 360,000); EBI2 beta-arrestin recruitment, luminescence, 7a,25-OHC stimulated; P32249; in the data active = inhibition above about 38%;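 also: enzyme fragment complementation signal reports receptor beta-arrestin coupling in cells; 0% = agonist plus DMSO wells and 100% = wells without agonist; some results beyond the cut were filed as inactive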
Target sequence (P32249 whole entry, looked up, the tested form may be a part): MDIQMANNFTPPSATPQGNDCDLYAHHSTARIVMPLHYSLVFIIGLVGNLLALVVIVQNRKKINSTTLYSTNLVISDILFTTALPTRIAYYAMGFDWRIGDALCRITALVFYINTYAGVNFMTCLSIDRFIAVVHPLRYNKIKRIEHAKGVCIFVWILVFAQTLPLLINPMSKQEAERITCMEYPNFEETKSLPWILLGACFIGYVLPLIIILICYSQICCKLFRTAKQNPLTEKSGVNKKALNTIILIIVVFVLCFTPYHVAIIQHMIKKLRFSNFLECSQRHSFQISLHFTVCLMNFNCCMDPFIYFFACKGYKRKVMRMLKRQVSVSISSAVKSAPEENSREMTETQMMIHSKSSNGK
Numbers without * were called inactive; · = not tested or not shown.

Start of the data: the first 3 compounds as a preview:
structure	Gli-Sufu antag	697 NFkB inh	Jurkat NFkB inh	XBP1 UPR activ	CXCR6 block	CCR6 antagonist	UPR CHOP act	Mdm2-MdmX inh	EBI2 block
CCOc1ncccc1C(=O)Nc1ccc(S(=O)(=O)Nc2cc(C)nc(C)n2)cc1	-9	-4	0	8	5	7	-2.0	-26	-7
CCOc1ccc(Cn2nnc(C(=O)Nc3cc(C)cc(C)c3)c2N)cc1	-6	1	16	0	1	11	0.5	25	14
Cc1cc2c(ncn2Cc2ccccc2)c([N+](=O)[O-])c1C	1	-13	0	0	-2	-1	0.2	8	-16

The listing, from the start:
structure	Gli-Sufu antag	697 NFkB inh	Jurkat NFkB inh	XBP1 UPR activ	CXCR6 block	CCR6 antagonist	UPR CHOP act	Mdm2-MdmX inh	EBI2 block
CCOc1ncccc1C(=O)Nc1ccc(S(=O)(=O)Nc2cc(C)nc(C)n2)cc1	-9	-4	0	8	5	7	-2.0	-26	-7
CCOc1ccc(Cn2nnc(C(=O)Nc3cc(C)cc(C)c3)c2N)cc1	-6	1	16	0	1	11	0.5	25	14
Cc1cc2c(ncn2Cc2ccccc2)c([N+](=O)[O-])c1C	1	-13	0	0	-2	-1	0.2	8	-16
CC(C)n1c(SC2C(=O)CC(C)(C)CC2=O)nc2c1c(=O)n(C)c(=O)n2C	-2	11	12	-3	0	5	-0.8	2	-3
NCc1ccccc1CS(=O)(=O)N1CCOCC1	2	17	-72	-3	7	3	-1.1	12	-4
Cc1cc(-c2nnc(-c3cccc(C(F)(F)F)c3)o2)no1	-17	-24	-23	1	3	7	5.2	-31	-1
O=C(O)CN1C(=O)CSC1=S	-5	3	-12	0	-9	6	1.4	16	-14
CCOc1ccc(C(=O)n2cc(C(=O)OC)c3ccccc32)cc1OCC	29	-25	-4	-3	-8	8	0.3	-17	5
C/C(=C\CNc1ncnc2nc[nH]c12)CO	-9	23	18	0	-9	15	1.9	45	2
CC(C)Oc1ccc(Nc2ncnc3ccccc23)cc1	-78	-86	-73	1	-7	6	3.3	-21	-3
COc1ccc(CNC(=O)C(c2ccco2)N(C(=O)c2csnn2)c2cccc(C)c2C)cc1 (stereo unspecified)	6	14	10	-1	6	-3	-0.3	22	-2
Cc1cccc(OCC(O)CN2CCN(c3ccccn3)CC2)c1C (stereo unspecified)	12	6	-12	-3	4	-8	-0.1	14	21
CN(Cc1ccccc1)Cc1nc2c(c(=O)n(C)c(=O)n2C)n1Cc1ccccc1Cl	5	-22	-5	17	-1	4	1.3	22	15
C/C(=N\N1C(=O)c2ccccc2NC1c1ccccc1)c1ccccc1O (stereo unspecified)	-10	-148	-119	-1	6	-6	3.8	-22	2
COC(=O)c1cccc(N2C(=O)C3C4C=CC(CC4)C3C2=O)c1 (stereo unspecified)	0	20	9	-1	8	4	-0.8	-1	-7
CC1C(=O)N2CCCc3cc(S(=O)(=O)NCc4ccccc4Cl)cc1c32 (stereo unspecified)	8	6	-7	-4	0	11	0.4	22	2
N#C/C(=C\c1ccc(OCC(N)=O)cc1)c1ccccc1	13	3	-20	0	-11	-4	-2.0	-8	1
O=C(NC1CCCC1)C(c1ccncc1)N(Cc1ccccc1F)C(=O)c1csnn1 (stereo unspecified)	0	-21	1	-2	-2	7	-0.1	-20	-1
Cc1cc(N2CCCC2)c(F)cc1/C=C\[N+](=O)[O-]	-8	·	·	·	10	28	·	·	-12
CCCCn1c(N)c(NCc2ccccc2)c(=O)[nH]c1=O	-14	2	7	-1	-3	-6	-1.8	-16	-1
O=c1[nH]c2ccc(NS(=O)(=O)c3ccc(F)c(Cl)c3)cc2[nH]1	-38	8	7	1	-10	-11	-0.4	-22	7
O=C(COC(=O)CCCN1C(=O)c2cccc3cccc(c23)C1=O)NC1CCS(=O)(=O)C1 (stereo unspecified)	-6	14	5	-2	-20	11	-0.5	-3	-12
O=S(=O)(c1ccc2c(c1)nc(COc1ccc(Cl)cc1)n2CC1CCCO1)N1CCOCC1 (stereo unspecified)	60*	-23	1	9	0	26	21	-10	6
Cc1cc(C)c(C=NNc2nc3c([nH]2)c(=O)n(C)c(=O)n3C)c(C)c1	2	·	·	·	2	-16	·	·	16
Cc1ccc(C)c(/C(O)=C2\C(=O)C(=O)N(CCCN3CCOCC3)C2c2cccnc2)c1 (stereo unspecified)	-18	·	·	·	-2	-7	·	·	-3
CCOC1=NN(c2ncc(C(F)(F)F)cc2Cl)C(=O)C1	0	10	3	-2	0	7	-0.1	-8	-8
Cc1ccccc1Nc1nc(N)nc(CSc2n[nH]c(N)n2)n1	0	-19	-4	-2	4	8	-0.5	5	7
Cc1ccc(S(=O)(=O)Nc2ccc(C(=O)NCCCN3CCOCC3)cc2)cc1[N+](=O)[O-]	-6	3	14	0	7	9	1.8	10	2
COC(=O)c1cc(OCC(=O)Nc2ccc3c(c2)CCC3)cc(C(=O)OC)c1	9	1	-5	0	9	4	-1.0	-12	5
O=C(COC(=O)COc1cc(Cl)c(Cl)cc1Cl)NC1CC1	2	-4	5	2	2	-9	-0.6	-3	-5
N#CC1(C#N)COC23CCCCC2C1(C#N)C(=N)O3 (stereo unspecified)	8	-24	1	-4	5	17	65*	5	1
CCN(CC(=O)NCc1ccc(F)cc1)C(=O)c1ccc2c(c1)OCO2	-2	20	13	-3	-2	-2	0.5	3	0
O=C(c1cccc(Cl)c1)C1CCCN(C(=O)c2ccc3c(c2)OCO3)C1 (stereo unspecified)	-2	-2	6	-8	6	11	4.9	0	1
CC(=O)N(c1nc(CCl)cs1)c1cccc(C)c1C	-1	12	9	1	4	0	0.5	-6	-3
O=C(O)c1cc(=O)[nH]c2ccccc12	-3	·	·	·	-10	2	·	·	5
CCOC(=O)c1c(C)[nH]c(C(=O)CN(C)CC(=O)Nc2ccccc2Cl)c1C	-20	-11	-17	-3	-2	6	-1.2	12	9
COC(=O)c1c(NC(=O)C2CC2)sc2c1CCN(C(C)=O)C2	-2	-2	2	1	3	-23	0.0	21	0
Cc1cccc(C(CC(=O)O)NC(=O)C(F)(F)F)c1 (stereo unspecified)	1	-5	-17	-2	-6	-6	0.4	2	-2
O=C1NC(=O)c2cc(Br)cc3cccc1c23	2	13	-2	-1	-1	14	-1.4	-5	1
O=C(COC(=O)c1ccccc1[N+](=O)[O-])NNC(=O)c1cccs1	-2	28	1	-5	-10	1	-1.3	-11	1
CC(C)C(=O)Nc1nnc(S(=O)(=O)N2CCc3ccccc32)s1	0	8	-15	0	4	-2	-1.5	-6	-5
O=C(NC1CC1)C1C2C3C4CC5C3C5C4C12 (stereo unspecified)	-7	-11	-3	1	3	2	0.6	3	4
O=C(CCC(=O)Nc1ccc(Cl)cc1Cl)N/N=C/c1ccc([N+](=O)[O-])o1	9	4	13	8	5	-27	193*	8	-5
CCCCCCn1c(CN2CCN(CCO)CC2)nc2c1c(=O)n(C)c(=O)n2C	9	6	9	-1	0	4	0.5	31	-3
CCOC(=O)N1CCN(C(=O)COC(=O)c2ccccc2NCCO)CC1	-11	-14	6	-1	2	-4	-0.4	0	1
COC(=O)c1c(-c2cccs2)csc1NC(=O)CN1CCOCC1	5	-27	-7	0	-9	11	-1.8	21	2
C[C@@H](N)C(=O)NC[C@H]1O[C@@H](n2cnc3c(N)ncnc32)[C@H](O)[C@@H]1O	-6	11	·	0	1	9	1.9	-5	-9
CCOC(=O)CSCc1csc(CC(=O)Nc2ccccc2C)n1	-2	-16	14	-1	-4	3	0.2	6	2
CC(=O)N(CCC(Cc1ccccc1)c1ccc2c(c1)OCO2)Cc1ccccc1F (stereo unspecified)	-5	6	-7	-2	8	5	-1.2	41	16
COc1ccc(CNC(=O)[C@H](C)NC(=O)N2CCn3c2nc2ccccc23)cc1	-8	-1	-11	0	1	3	-0.7	6	-12
O=C(C[C@H]1C/C=C\CC[C@H](Cc2ccc(F)cc2)C(=O)O[C@@H](c2ccccc2)CNC1=O)N[C@H](CO)Cc1ccccc1	8	6	12	14	9	-5	1.3	25	15
COc1cccc(C2CC(=O)N3CN(c4ccccc4F)CSC3=C2C#N)c1 (stereo unspecified)	10	-3	-6	0	4	3	-0.7	9	0
COc1cccc(NC(=O)CSc2ncnc3c2cnn3Cc2ccccc2)c1	-3	8	-6	-2	-6	-23	-2.3	5	2
O=[N+]([O-])c1cccc(C(=S)N2CCN(c3ccccc3F)CC2)c1	5	4	-5	-2	8	12	-1.1	0	2
O=C(NCc1ccccc1)c1ccc(N2C(=O)C3CCCCC3C2=O)cc1 (stereo unspecified)	9	-12	-2	-2	-13	-4	-0.6	9	-10
Cn1c(=O)[nH]c(=O)c2c1nc(Br)n2CCOc1ccccc1	-13	-4	2	4	1	10	-0.4	23	-3

(next part)
structure	Gli-Sufu antag	697 NFkB inh	Jurkat NFkB inh	XBP1 UPR activ	CXCR6 block	CCR6 antagonist	UPR CHOP act	Mdm2-MdmX inh	EBI2 block
O=C(CN1CCOCC1)Nc1nc(-c2ccccc2)cs1	8	0	8	2	-10	4	13	7	-3
C[C@@H]1CN(Cc2nc(-c3ccc(Cl)cc3)no2)C[C@H](C)O1	0	-9	8	5	7	7	-2.3	13	6
CC(C)Oc1ccc(CN2CCC(n3nccc3NC(=O)c3cccnc3)CC2)cc1	61*	-16	19	-2	6	10	2.5	17	-8
O=C(O)c1cc(O)c2c(c1)[C@@H]([C@H]1c3cc(C(=O)O)cc(O)c3C(=O)c3c(O[C@@H]4O[C@H](CO)[C@@H](O)[C@H](O)[C@H]4O)cccc31)c1cccc(OC3O[C@H](CO)[C@@H](O)[C@H](O)[C@H]3O)c1C2=O (stereo partly specified)	-12	-9	-7	-4	-10	79*	-2.0	16	-15
Cc1ccc(NC(=O)CCC(C(=O)O)N2C(=O)c3ccccc3C2=O)cc1 (stereo unspecified)	-16	3	14	5	8	-29	2.1	8	4
O=C(Nc1ccccc1)c1ccc(NCc2cccnc2)c(S(=O)(=O)N2CCOCC2)c1	8	2	23	0	-4	10	2.8	4	-5
CSc1nc2nc3c(c(=O)n2[nH]1)CN(Cc1ccccc1)CC3	-9	22	-1	-2	5	8	3.3	16	-4
COC(=O)C1=NNC2(c3ccc(Cl)cc3)C(=O)N(c3ccc(Cl)cc3)C(=O)C12 (stereo unspecified)	0	15	9	-3	-1	10	1.7	-8	-7
N#CCCn1cc(/C=N/NC(=O)c2ccncc2)c(-c2ccc(F)cc2)n1	1	7	-1	0	0	11	-0.8	5	1
C=CCNC(=O)COc1ccc(S(=O)(=O)Nc2ccc(OCC)cc2)cc1	-10	-8	3	-2	-4	-13	-1.7	3	1
O=[N+]([O-])c1ccccc1S(=O)(=O)NCCc1ccncc1	3	9	5	-1	-7	5	-1.0	11	3
CCOc1cc(C(c2c(C)[nH][nH]c2=O)c2c(C)[nH][nH]c2=O)ccc1OS(=O)(=O)c1ccccc1	9	4	-3	0	-4	-12	-0.6	43	8

Copied from the listing for reference:
structure	Gli-Sufu antag	697 NFkB inh	Jurkat NFkB inh	XBP1 UPR activ	CXCR6 block	CCR6 antagonist	UPR CHOP act	Mdm2-MdmX inh	EBI2 block
O=[N+]([O-])c1ccccc1S(=O)(=O)NCCc1ccncc1	3	9	5	-1	-7	5	-1.0	11	3
CCOc1cc(C(c2c(C)[nH][nH]c2=O)c2c(C)[nH][nH]c2=O)ccc1OS(=O)(=O)c1ccccc1	9	4	-3	0	-4	-12	-0.6	43	8

Screens from PubChem BioAssay.
